From PubChem
Integrin act MD – activates integrin-mediated alleviation for muscular dystrophy. 0.064% of 350,000 active. AID 624291. alpha7betagal myoblasts, beta-gal FDG fluorescence, 48 h. Potency, µM (top dose mostly 38.3 µM), without a hit: at the highest dose activation, usual class: activators;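 note: potency is the fitted concentration of half-maximal effect; 100% = response of the positive control SU9516; nearly all actives have a fitted effect of over 60% in size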
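alpha7betagal+/- myoblasts (passage 13, 250/well) treated 48 h at 37C with compounds at 1:260 dilution of DMSO stock. Lysed, then beta-galactosidase activity read as FDG fluorescence (ex 480/em 540) after 30 min, with pre-read for autofluorescence.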
Mito fusion yeast – mitochondrial division inhibition or fusion activation; S. cerevisiae fusion-defective mutant growth rescue, CellTiterGlo 48 h; 0.23% of 320,000 active; Potency, µM (top dose mostly 46.1 µM), inactives show at the top dose growth rescue (activation), most hits filed as activators;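 note: potency is the fitted concentration of half-maximal effect; % of control where 0% means no effect; nearly all actives have a fitted effect of over 45% in size; temperature-sensitive fusion mutants such as fzo1-1 at 37 °C on non-fermentable ethanol glycerol medium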
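Growth-rescue viability read-out: after 48 h at the non-permissive 37C in glycerol/ethanol YPEG, yeast mitochondrial fusion mutants are measured by CellTiterGlo luminescence; compounds (23 nl pinned per well) restoring growth score as division inhibitors or fusion activators.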
S-ASM inh – human S-ASM enzyme inhibition; P17405; AID 504937; placental ASM, HMU-PC fluorogenic substrate, 60 min; 0.006% of 340,000 active; Potency, µM (series often up to 57.5 µM), inactives show at the highest dose activity change, negative = inhibition, most hits filed as inhibitors; note: potency is the fitted concentration of half-maximal effect
Target sequence (P17405 47-631 limits assumed): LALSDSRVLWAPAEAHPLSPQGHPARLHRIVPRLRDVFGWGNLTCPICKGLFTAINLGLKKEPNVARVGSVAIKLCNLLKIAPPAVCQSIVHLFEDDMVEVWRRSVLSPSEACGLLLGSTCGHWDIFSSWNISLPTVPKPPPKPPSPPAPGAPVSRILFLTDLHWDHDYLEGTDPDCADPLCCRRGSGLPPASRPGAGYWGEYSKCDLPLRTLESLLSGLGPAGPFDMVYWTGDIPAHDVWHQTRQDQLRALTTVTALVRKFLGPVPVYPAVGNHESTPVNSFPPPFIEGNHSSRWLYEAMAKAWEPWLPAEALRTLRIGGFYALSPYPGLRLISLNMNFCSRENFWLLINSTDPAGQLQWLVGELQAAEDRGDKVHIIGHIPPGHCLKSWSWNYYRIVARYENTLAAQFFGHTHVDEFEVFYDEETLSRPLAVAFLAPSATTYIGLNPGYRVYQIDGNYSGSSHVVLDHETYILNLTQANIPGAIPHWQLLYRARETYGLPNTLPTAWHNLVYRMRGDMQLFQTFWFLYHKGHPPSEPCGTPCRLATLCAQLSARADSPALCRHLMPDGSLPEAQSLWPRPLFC
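HMU-PC0 cleavage (9 uM final) by human placental ASM, 60 min at 37 °C following 10 min compound exposure at RT; stopped at pH 10, fluorescence Ex 386/Em 447 nm.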
TCR act – activates T cell receptor signaling. primary human leukocytes, anti-CD3, IL-2 HTRF, 48 h. Potency, µM (titrated, usually from 9.22 µM), for the others: top-dose activation of IL-2 secretion, hits mostly activators. 330,000 tested, under 10 active. AID 504894; note: % of control where 0% means no effect
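Primary human leukocytes were stimulated with a-CD3 beads plus compounds for 48 hr without co-stimulation; secreted IL-2 was quantified by HTRF using a-IL-2-K (europium cryptate) and a-IL-2-d2, excited at 320nm with acceptor emission read at 665nm.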
BCR signal inh – inhibitors of chronic active B-cell receptor signaling; ABC-DLBCL IkBa-CBG/CBR reporter, luminescence ratio, 4 h; Potency, µM (titrated, usually from 46.1 µM), for the others: top-dose ratio change, negative = lower green/red ratio, usual class: inhibitors; 0.05% of 340,000 active; active = well fitted inhibition curve with a large enough effect in the signal ratio, with a control signal flat, not every such curve was filed as active; inconclusive = small, poorly fitted or top-dose-only effect, or effect the other way, or a change in a side signal; the % refers to the signal ratio;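 note: potency is the fitted concentration of half-maximal effect; plate controls were basal doxycycline-induced cells for no effect and cells given 10 µM MG132 for full effect; MG132 reads +100%, hits lower the ratio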
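Concentration-response series (up to 46 uM) were applied to TMD8 dual-reporter cells for 4 h at 37C with doxycycline. Green/red ratio, after filter-overlap correction, defined %Activity; red signal alone was normalised to basal cells and zero luminescence.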
Eya2 inh – blocks the phosphatase activity of human Eya2; recombinant Eya2, OMFP fluorescence dephosphorylation (OMFP is methylfluorescein phosphate); AID 488837; 0.006% of 330,000 active; Potency, µM (doses to about 76.9 µM), inactives show top-dose activity, negative = inhibition, most hits filed as inhibitors; note: potency is the fitted concentration of half-maximal effect; % is set by controls: 0 for no effect and ±100 for the full control effect
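Eya2 protein (added as 0.2 uM solution) was preincubated with compound for 10 min at ambient temperature in 50 mM HEPES pH 7.5, 50 mM NaCl, 5 uM MgCl2, 0.05% BSA, 1 mM DTT. OMFP (added at 50 uM) then reacted 10 min; fluorescence read at 485/525 nm.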
PTAP TSG101 blk – blocks PTAP/TSG101 interaction to inhibit HIV-1 budding; 340,000 tested, under 10 active; Q99816; AID 493005; Potency, µM (highest dose often 115 µM), without a hit: at the top dose activity change, negative = inhibition, usual class: inhibitors; Fluorescence polarization, FITC-PTAP peptide / Tsg101 binding; active = well fitted inhibition curve with a large enough effect in the main read-out, with a control signal flat, not every such curve was filed as active; inconclusive = small, poorly fitted or top-dose-only effect, or effect the other way, or a change in a side signal; inactive = no such curve, though single readings can be large or run the other way; note: potency is the fitted concentration of half-maximal effect; % of control where 0% means no effect
Target sequence (Q99816 whole entry, looked up): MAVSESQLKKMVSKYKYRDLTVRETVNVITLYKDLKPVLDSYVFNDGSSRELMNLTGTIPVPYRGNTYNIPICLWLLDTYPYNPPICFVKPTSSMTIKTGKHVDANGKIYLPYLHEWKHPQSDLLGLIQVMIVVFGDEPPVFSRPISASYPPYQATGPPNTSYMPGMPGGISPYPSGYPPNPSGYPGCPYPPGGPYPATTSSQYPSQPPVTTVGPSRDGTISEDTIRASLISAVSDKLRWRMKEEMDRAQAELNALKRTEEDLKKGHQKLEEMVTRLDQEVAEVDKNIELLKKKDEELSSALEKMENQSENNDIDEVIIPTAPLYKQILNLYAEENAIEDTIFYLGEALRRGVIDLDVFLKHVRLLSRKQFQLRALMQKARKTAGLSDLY
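Fluorescence anisotropy tracks displacement of a FITC-tagged PTAP peptide (50 nM) from the Tsg101 binding domain (10 uM), following a 20 min room-temperature incubation at pH 7.5.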
A-T KAP1 phos – potential ataxia-telangiectasia treatment | […] A-T fibroblasts, KAP-1 phosphorylation AlphaLISA; neocarzinostatin DNA damage 30 min before lysis | Potency, µM (series often up to 57.5 µM), without a hit: at the highest dose activation, hits mostly activators | 0.19% of 320,000 active; note: potency is the fitted concentration of half-maximal effect; % of control where 0% means no effect; nearly all actives have a fitted effect of over 45% in size
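ATM-like activity read as KAP-1 phosphorylation via AlphaLISA donor/acceptor antibody pairs after lysis and 6 hr at 25C. Cells were ATM-null patient fibroblasts ([…], hTERT), dosed 60 min, then exposed to the DSB inducer NCS for 30 min.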
Tb PFK block – blocks T. brucei phosphofructokinase; Potency, µM (series often up to 57.5 µM), for the others: at the highest dose activity, negative = inhibition, most hits filed as inhibitors; 0.17% of 330,000 active; O15648; T. brucei PFK, ADP-Glo luminescence;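 note: potency is the fitted concentration of half-maximal effect; 0% = uninhibited 1x PFK enzyme wells and -100% = no-enzyme wells; nearly all actives have a fitted effect of over 60% in size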
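Compounds were pin-transferred as a titration series up to 57 uM into substrate buffer (0.5 mM F6P, 0.1 mM ATP, pH 8.0), then 1.25 nM PFK was added and reactions ran 45 min before ADP-Glo detection.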
ELG1 repair inh – inhibitors of ELG1-dependent DNA repair in HEK293T cells; HEK293T ELG1-luciferase reporter, luminescence, 16 h; DNA damage induced by 5-fluorouridine; Potency, µM (titrated, usually from 46.1 µM), inactives show at the top dose activity change, negative = inhibition, most hits filed as inhibitors; 2.3% of 330,000 active; note: potency is the fitted concentration of half-maximal effect; % is set by controls: 0 for no effect and ±100 for the full control effect; nearly all actives have a fitted effect of over 55% in size
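Reporter activity after DNA damage by 5-fluorouridine is monitored. Compound-treated cells incubate 16 hr at 37 °C, then ONE-Glo is added for 30 min before luminescence reading.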
TSHR antag – human thyrotropin receptor antagonism. 0.2% of 330,000 active. TSHR-expressing cells, TSH-stimulated cAMP HTRF, 2 h; stronger effect = lower value. activity change, negative = inhibition, % at 11.5 µM;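 active = activity change below a set negative limit, meaning inhibition stronger than a set level, cut at about -70% in these data; inconclusive = activity change between two set negative limits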; note: % is set by controls: 0 for no effect and ±100 for the full control effect
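Antagonism was scored as loss of TSH-driven cAMP in TSHR cells, stimulated with 4nM TSH (EC80) for 2 hours at 37 deg C and detected by homogeneous HTRF competition immunoassay.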
* hit, by the source's call; ? = inconclusive; nt = not tested or not shown; [ ] = dose if it differs, or a comment. Unless noted, calls come from the whole dose curve; as a rule, active = well fitted curve in the direction sought with a large enough effect; inconclusive = small, poorly fitted or top-dose-only effect, or another doubt; inactive = no such curve, though single readings can be large; an effect the other way counts as inactive or inconclusive.

SMILES	Integrin act MD	Mito fusion yeast	S-ASM inh	TCR act	BCR signal inh	Eya2 inh	PTAP TSG101 blk	A-T KAP1 phos	Tb PFK block	ELG1 repair inh	TSHR antag
COc1ccc(C(=O)O/N=C(\N)Cc2ccc(Cl)cc2Cl)cc1OC	33.4%	-21.3%	-1.5%	-5.9%	7.3%	3.1%	0.3%	-0.9%	-2.1%	?	-13.7
C/C(=N/NS(C)(=O)=O)c1ccc2ccccc2c1	-10.3%	3.5%	-3.4%	nt	?	17.4%	-9.1%	4.5%	3.5%	?	27.3
Cc1c(CCOC(=O)CC23CC4CC(CC(C)(C4)C2)C3)sc[n+]1CC(=O)c1ccccc1	?	-1.6%	?	-4.8%	8.1%	-3.6%	-5.7%	-2.5%	-0.2%	-7.2%	3.3
CC(OC(=O)c1cccc(-n2cnnn2)c1)C(=O)Nc1ccc(F)cc1 (configuration not stated)	-52.5%[inhibitor]	0.3%	3.3%	-2.6%	-2.2%	1.3%	5.5%	-4.4%	-2.1%	?	-9.8
COc1ccc(CCn2c(C)nc3ccccc3c2=O)cc1OC	-23.2%	6.2%	3.4%	-0.5%	4.5%	17.0%	-1.5%	-1.3%	6.9%	?	14.1
O=C1NC(NS(=O)(=O)c2ccccc2)(C(F)(F)F)C(=O)N1Cc1cccnc1 (configuration not stated)	5.5%	-1.2%	3.5%	-2.0%	-6.0%	-12.2%	-9.2%	-3.6%	1.1%	1.0%	12.5
CN(C)c1cccc2c(S(=O)(=O)Nc3ccccn3)cccc12	0.5%	-1.0%	4.7%	-2.7%	?	-0.1%	-4.7%	11.9%	0.3%	1.4%	-9.0
Cc1cc(C)c(OCCCNCc2ccccc2)c(Br)c1	-58.9%[inhibitor]	-10.0%	-1.6%	-0.5%	-9.5%	-1.4%	-0.5%	1.6%	-5.0%	-16.7%	-2.4
O=C(N/N=C/c1ccc(C(=O)O)cc1)C(=O)N1CCCCCC1	12.6%	-0.4%	2.2%	-3.1%	1.7%	-3.3%	-1.1%	7.7%	0.2%	17.8%	8.5
COCC1CCN(Cc2cn[nH]c2-c2cc(OC)c(OC)c(OC)c2)CC1	3.8%	-0.4%	-0.5%	-8.1%	?	-8.9%	-3.9%	10.9%	7.9%	?	-25.3
CSC[C@@H]1NC(=S)N(c2ccc(C)cc2)C1=O	4.2%	19.4%	-11.3%	-0.6%[46.1 µM]	2.9%	5.6%	-2.6%	-1.4%	-3.7%	-23.5%	3.6
CCOc1ccc(N(C(=O)CNC(=O)c2ccco2)C(C(=O)NC2CCCC2)c2cccnc2)cc1 (configuration not stated)	16.8%	-0.4%	-3.7%	1.3%	-0.9%	-9.8%	-6.0%	1.2%	0.7%	5.8%	2.9
COc1nc(NCC(C)C)nc(Oc2ccc(OCc3ccccc3)nn2)n1	-3.1%	4.7%	2.1%	-10.0%	?	-6.3%	-7.3%	5.8%	-4.3%	7.6%	-5.5
OCCNCc1cccc(OCc2ccc(Cl)cc2)c1	-48.4%[inhibitor]	-10.4%	1.2%	7.3%	-1.2%	4.2%	-5.3%	4.5%	2.6%	15.8%	2.1
O=C1C(=O)N(c2ccccc2)c2ccccc21	?	-0.2%	-1.0%	2.0%	?	7.7%	-0.2%	-5.4%	-0.3%	19.7%	2.9
O=C(O)C1CCN(c2ccc([N+](=O)[O-])cc2[N+](=O)[O-])CC1	2.3%	4.5%	-1.1%	-5.1%	0.5%	-6.5%	-7.0%	-2.2%	-3.3%	18.3%	-3.0
CCCNC(=S)Nc1ccc(S(N)(=O)=O)cc1	15.2%	0.0%	8.2%	2.9%	-13.1%	10.9%	-10.5%	0.9%	-2.1%	-1.9%	-10.6
O=C(NNS(=O)(=O)c1ccc(F)cc1F)C1Cc2c(ccc3ccccc23)O1 (configuration not stated)	-17.9%	-0.4%	-5.6%	1.3%	?	18.5%	-12.3%	2.0%	1.8%	-4.8%	-9.6
CN(C(=O)c1cc2nc(-c3ccco3)cc(C(F)(F)F)n2n1)C1CCCCC1	-12.5%	1.0%	110.6%[activator]	-2.0%	?	-9.6%	-12.8%	8.6%	-4.6%	?	9.7
O=C(NC(=O)N1CCOCC1)c1ccccc1	14.6%	-1.9%	2.7%	10.1%[46.1 µM]	?	-13.7%	-0.2%	2.0%	-3.6%	-0.4%	9.6
O=C(NN1C(=O)/C(=C/C=C/c2ccco2)SC1=S)c1ccccc1O	-23.2%	4.2%	?	8.1%	16.1%	-0.4%	0.4%	-7.4%	-22.7%	-6.1%	-11.6
Nn1c(SCc2nc3ccccc3[nH]2)nnc1-c1cccnc1	-15.0%	-2.4%	-0.4%	-3.2%	2.5%	3.7%	-9.7%	10.9%	1.7%	1.4%	-1.2
O=C(O)c1cccc(Cl)n1	-6.4%	-2.0%	1.1%	-0.8%	?	2.6%	-0.7%	1.4%	3.5%	0.0%	-0.9
COc1ccc(OC)c(C(C[N+](=O)[O-])c2c(C)cc3ccccn23)c1 (configuration not stated)	-60.6%[inhibitor]	12.9%	10.3%	-0.7%	?	4.1%	-3.3%	8.1%	0.1%	-8.4%	18.0
CCCC(=O)Nc1cc(=O)[nH]c2ncnn12	-9.4%[7.66 µM]	-3.4%	2.7%	8.7%	1.5%	-4.0%	-1.3%	-2.7%	4.5%	0.0%	-18.5
COc1cc(NC(=O)COC(=O)c2n[nH]c3ccccc23)c(C)cc1[N+](=O)[O-]	-7.4%	6.0%	-0.3%	-2.9%	-6.4%	-17.3%	-10.0%	-3.5%	13.4%	?	-6.8
Cc1cc(OCCN2CCOCC2)nc2ccccc12	21.0%	0.2%	4.0%	0.7%	?	-2.7%	-2.4%	-5.0%	0.2%	3.9%	5.0
COc1ccc(/C=N/N2CCN(c3ccccc3OC)CC2)cc1OC	-23.4%	-5.2%	0.5%	4.7%	-2.9%	2.0%	9.5%	-4.7%	-1.9%	17.5%	-10.1
COc1cc(C(=S)N2CCCC2)ccc1OCc1ccccc1	-2.4%	-8.6%	-10.0%	0.0%	12.2%	-2.3%	-5.0%	-7.4%	-9.6%	?	3.3
CSc1nnc(C)c(=O)n1COC(=O)c1ccccc1	11.6%	0.8%	1.5%	-2.7%	-1.0%	-2.0%	-3.3%	0.2%	-4.0%	?	-8.2
Cc1cc(C)c(S(=O)(=O)N2C=CC(C(F)(F)F)=NCC2)c(C)c1	-12.2%	6.6%	-3.3%	9.6%	-19.0%	16.3%	-3.3%	-0.8%	-0.3%	-8.8%	7.7
COCCCNC(=S)N(Cc1ccccc1)Cc1ccc(F)cc1	8.0%	3.2%	-2.2%	-2.7%	0.8%	-10.8%	1.8%	9.5%	-0.4%	-0.2%	-1.7
COCCCNC(=O)CN(c1cccc(Cl)c1)S(C)(=O)=O	-20.7%	8.3%	-2.6%	4.1%	-0.9%	3.9%	2.9%	23.8%	0.2%	-1.7%	10.0
Cn1cc(C(=O)N2CCc3ccccc32)cn1	8.8%	-1.5%	1.2%	-3.1%[46.1 µM]	-1.0%	-1.8%	-1.3%	7.7%	3.4%	?	15.5
O=C(Nc1nc2c(Cl)cccc2s1)c1ccc(Br)o1	1.8%	7.2%	-1.1%	nt	?	2.8%	-8.1%	1.2%	-2.5%	16.1%	-17.5
COCCCNC(=O)C1CCN(c2nc(C)cc(C)n2)CC1	-8.7%	0.7%	2.6%	11.9%	6.8%	22.9%	-11.5%	2.7%	-3.4%	5.1%	2.3
Fc1ccc(CSc2nncn2NCc2ccc3c(c2)OCO3)cc1	14.7%	-0.3%	-2.2%	0.2%	-13.6%	9.9%	0.6%	3.1%	6.8%	?	6.1
CCC(CC)C(=O)OCC(=O)Nc1ccc(S(=O)(=O)N2CCOCC2)cc1OC	0.0%	0.2%	-0.4%	-2.1%	5.0%	-1.9%	1.2%	nt	-1.6%	-13.4%	-4.0

Hits appear at their usual frequency; 3.2% or so of the library scored in one or more.
